POLK inh: inhibitors of human DNA polymerase kappa | Q9UBT6 | purified Pol kappa, fluorescent DNA synthesis assay, 10 min | Potency, µM (top dose mostly 107 µM), without a hit: top-dose activity, negative = inhibition, actives largely listed as inhibitors | actives 0.53% (n = 400,000) | AID 588579; further: potency means the concentration at half of the fitted maximal effect; on the % scale 0 is the no-effect control and ±100 the full control effect
Target sequence (Q9UBT6 whole entry, looked up): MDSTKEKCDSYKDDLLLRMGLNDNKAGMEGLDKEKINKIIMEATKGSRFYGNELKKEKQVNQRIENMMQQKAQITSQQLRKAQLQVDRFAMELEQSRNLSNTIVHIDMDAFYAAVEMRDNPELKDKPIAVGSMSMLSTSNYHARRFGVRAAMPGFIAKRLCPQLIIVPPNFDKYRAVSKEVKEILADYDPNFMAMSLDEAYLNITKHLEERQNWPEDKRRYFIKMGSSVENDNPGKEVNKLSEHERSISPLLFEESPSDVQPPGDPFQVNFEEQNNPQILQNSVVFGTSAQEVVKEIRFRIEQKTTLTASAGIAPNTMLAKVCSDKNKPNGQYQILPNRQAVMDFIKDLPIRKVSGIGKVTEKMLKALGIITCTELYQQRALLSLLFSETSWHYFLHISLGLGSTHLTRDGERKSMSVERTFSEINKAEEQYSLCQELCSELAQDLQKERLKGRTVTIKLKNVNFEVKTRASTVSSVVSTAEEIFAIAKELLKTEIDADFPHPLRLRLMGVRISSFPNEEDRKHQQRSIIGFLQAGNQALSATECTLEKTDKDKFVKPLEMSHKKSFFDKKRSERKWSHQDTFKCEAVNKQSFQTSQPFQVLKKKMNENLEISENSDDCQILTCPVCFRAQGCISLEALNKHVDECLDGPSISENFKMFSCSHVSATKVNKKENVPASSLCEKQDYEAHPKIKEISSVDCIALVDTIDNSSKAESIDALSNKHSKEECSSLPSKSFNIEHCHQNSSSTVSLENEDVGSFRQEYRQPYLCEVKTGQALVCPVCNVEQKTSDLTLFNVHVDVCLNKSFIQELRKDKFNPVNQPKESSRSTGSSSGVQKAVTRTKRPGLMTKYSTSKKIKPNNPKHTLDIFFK
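50 nM final substrate added after 15 min RT preincubation of 10 nM Pol kappa with compound; fluorescence read at 0 and 10 min.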
GRP78 ERSR act: inducers of ER stress response in human glioma cells | Potency, µM, inactives show top-dose activation, hits mostly activators | U87-MG GRP78 promoter luciferase reporter, 16 h | actives 0.02% (n = 420,000); further: potency means the concentration at half of the fitted maximal effect; series mostly up to about 76 µM; % of control where 0% means no effect; nearly all actives have a fitted effect of over 35% in size
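Stably transfected U87-MG human glioma cells carrying a GRP78-based luminescent sensor were seeded at 1000 cells/well, pin-dosed with compounds and incubated 16 h. Luciferase reagent was then added, and end-point luminescence was read after 10 min at room temperature.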
LDHA inh: blocks human lactate dehydrogenase A | AID 1347041 | actives 0.15% (n = 480,000) | purified LDHA, NADH/diaphorase-resazurin fluorescence; hits give low values | activity change, % (values are at about 110 or 230 µM); in the data active means activity change below about -30%; inconclusive means mostly about -25% to -30%;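 further: plate controls were DMSO wells for no effect and wells without enzyme for full effect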
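Human LDH5 (2 nM) was incubated with 0.06 mM NADH and 0.2 mM pyruvate for 5 min at room temperature in Tris pH 7.4. Remaining NADH was coupled through diaphorase/resazurin, and resorufin fluorescence was read at 0 and 20 min.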
POLH inh: blocks human DNA polymerase eta activity. Q9Y253. recombinant Pol eta, fluorescent DNA replication assay. Potency, µM (top dose mostly 114 µM), inactives show at the top dose activity change, negative = inhibition, most hits filed as inhibitors. actives 1.2% (n = 390,000). AID 588591; further: potency means the concentration at half of the fitted maximal effect; on the % scale 0 is the no-effect control and ±100 the full control effect
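Pol eta (10 nM) was preincubated with compounds for 15 min at room temperature, after which fluorescent replication substrate (50 nM final) was added to start the reaction. Fluorescence was read kinetically at 0 and 10 min.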
POLB inh: blocks human DNA polymerase beta activity; Potency, µM (titrated, usually from 114 µM), for the others: at the top dose activity change, negative = inhibition, most hits filed as inhibitors; actives 1.3% (n = 340,000); Pol beta primer extension/strand displacement, fluorescence kinetic; P06746; further: potency means the concentration at half of the fitted maximal effect; on the % scale 0 is the no-effect control and ±100 the full control effect
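Human Pol beta at 10 nM; strand-displacement substrate 50 nM final. Compound exposure 15 min at room temperature before start, reaction 10 min at room temperature.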
Anesthetic bind: binds horse apoferritin like a general anesthetic. actives 0.074% (n = 350,000). P02791. apoferritin/1-aminoanthracene competitive binding, fluorescence. AID 485281. Potency, µM (highest dose often 77.5 µM), for the others: at the highest dose activity change, negative = displacement, hits mostly inhibitors; further: potency means the concentration at half of the fitted maximal effect; on the % scale 0 is the no-effect control and ±100 the full control effect; nearly all actives have a fitted effect of over 20% in size
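Concentration-response curves derived by four-parameter Hill fitting of normalized fluorescence, where compounds displaced 1-AMA from 10 uM horse apoferritin following a brief 10 min room-temperature incubation; propofol titration acted as positive control.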
BLM helicase inh: inhibitors of human Bloom syndrome helicase BLM; P54132; recombinant BLM DNA unwinding, fluorescence dequenching; Potency, µM (series often up to 56.1 µM), for the others: top-dose activity change, negative = inhibition, most hits filed as inhibitors; actives 0.2% (n = 350,000);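 further: potency means the concentration at half of the fitted maximal effect; plate controls were vehicle for no effect and no enzyme for full effect; nearly all actives have a fitted effect of over 35% in size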
Pol iota inh: inhibitors of human DNA polymerase iota. Q9UNA4. Pol iota fluorescent replication assay, 10 min. Potency, µM (titrated, usually from 115 µM), inactives show at the highest dose activity, negative = inhibition, actives largely listed as inhibitors. actives 1% (n = 390,000). AID 588590; further: potency means the concentration at half of the fitted maximal effect
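Fluorescent replication assay read twice, at 0 min and 10 min after adding 50 nM (final) substrate. Enzyme (10 nM) and compounds were first incubated 15 min at room temperature; enzyme-free buffer wells were negative controls.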
APEX1 inh: inhibitors of human APE1 endonuclease; P27695; recombinant APE1, TAMRA/BHQ-2 abasic DNA cleavage fluorescence; AID 2517; Potency, µM (doses to about 65.8 µM), inactives show at the highest dose activity change, negative = inhibition, most hits filed as inhibitors; actives 0.35% (n = 350,000);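 further: potency means the concentration at half of the fitted maximal effect; plate controls were vehicle for no effect and reference inhibitor for full effect; nearly all actives have a fitted effect of over 55% in size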
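APE1 at 0.75 nM preincubated 15 min at room temperature with compound. Reaction then started with 50 nM double-stranded THF-abasic substrate labelled with TAMRA/BHQ-2, and 525/598 nm fluorescence read kinetically. Activity taken as third-minus-first read difference, normalized to DMSO and NSC13755 controls.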
The depositor's hits bear a star; ? = inconclusive; · = no result given; & = joins results of further samples; [ ] = dose if it differs, or a comment. Unless noted, the call rests on the fitted dose curve; in most records, active means well fitted curve in the direction sought with a large enough effect; inconclusive means small, poorly fitted or top-dose-only effect, or another doubt; inactive means no such curve, though single readings can be large; an effect the other way counts as inactive or inconclusive. A portion of the library; rates above refer to the full screens.

SMILES	POLK inh	GRP78 ERSR act	LDHA inh	POLH inh	POLB inh	Anesthetic bind	BLM helicase inh	Pol iota inh	APEX1 inh
CC[C@H](C)C(N)C(=O)O (stereo not given in full)	22%[60.1 µM]	-2%	·	·	·	-3%	1%	·	3%
CCOC(=O)N1CCc2c(sc3c2c(=O)n(Cc2ccccc2)c(=O)n3CC(=O)Nc2ccc(F)cc2)C1	3%	-2%	-5	-1%	7%	-10%	-7%	44%[activator]	·
OC(C#CCN1CCCC1)(c1ccccc1)c1ccccc1	-9%	-5%&-6%	-5	-14%	-2%	-4%	-2%&1%	24%	-3%
O=C1c2ccc(O)c(O)c2C(=O)c2c(O)ccc(O)c21	2.8µM*	-8%	·	·	·	-8%	-27%	·	3.2µM*
CC(=O)Nc1ccc(C(=O)O)cc1	21%	-1%&-3%	0	-17%	·	·	-6%	37%[activator]	15%&-2%
CCOCCCNC(=O)C(=O)Nc1c2c(nn1-c1ccc(OC)cc1)CSC2	-9%[60.1 µM]	-4%	1	10%	-15%	-23%	-1%	2%	·
COc1ccc(/C=C/C(=O)Nc2ccccc2C(=O)O)cc1OC	-1%[60.1 µM]	-12%&-10%&-8%	-15	1%[57.1 µM]	2%	2%&-2%	-2%&1%&-3%	-5%[58.9 µM]	-6%&-5%&-2%
C=CC1=C(C(=O)O)N2C(=O)[C@@H](NC(=O)/C(=N\O)c3csc(N)n3)[C@H]2SC1 (stereo in doubt)	?	1%	-3	?	·	·	·	?	?
O=C(CCN1CCC(c2ccccc2)C1)c1ccc2c(c1)OCCO2 (stereo not given)	-8%	-11%&-12%	-2	5%	-9%	-7%	-6%&0%	-11%	-5%
CCc1nnc(NC(=O)CSc2nc3c([nH]c4ccccc43)c(=O)n2-c2ccc(OC)cc2)s1	-5%[60.1 µM]	0%	-10	-9%	13%	?	2%	26%	·
CC12CCC(CC1)C(C)(C)O2	20%	-2%&4%&-2%	-2	-5%	·	·	3%&-8%	29%	8%&17%
COC(=O)c1ccc(O)cc1	-4%	0%&-4%	-1	-16%	35%	2%&1%	1%&6%	137%[activator]	43%&1%
CCC(=O)O	0%[60.1 µM]	-4%	·	·	·	3%	-1%	·	0%

Part of the list above, with two lines to a compound.
Under each structure: POLK inh	GRP78 ERSR act	LDHA inh	POLH inh	POLB inh	Anesthetic bind	BLM helicase inh	Pol iota inh	APEX1 inh
COc1ccc(/C=C/C(=O)Nc2ccccc2C(=O)O)cc1OC
    -1%[60.1 µM]	-12%&-10%&-8%	-15	1%[57.1 µM]	2%	2%&-2%	-2%&1%&-3%	-5%[58.9 µM]	-6%&-5%&-2%
CCc1nnc(NC(=O)CSc2nc3c([nH]c4ccccc43)c(=O)n2-c2ccc(OC)cc2)s1
    -5%[60.1 µM]	0%	-10	-9%	13%	?	2%	26%	·
CC[C@H](C)C(N)C(=O)O (stereo not given in full)
    22%[60.1 µM]	-2%	·	·	·	-3%	1%	·	3%
O=C(CCN1CCC(c2ccccc2)C1)c1ccc2c(c1)OCCO2 (stereo not given)
    -8%	-11%&-12%	-2	5%	-9%	-7%	-6%&0%	-11%	-5%
O=C1c2ccc(O)c(O)c2C(=O)c2c(O)ccc(O)c21
    2.8µM*	-8%	·	·	·	-8%	-27%	·	3.2µM*
CCC(=O)O
    0%[60.1 µM]	-4%	·	·	·	3%	-1%	·	0%
